Screens (PubChem BioAssay)
EPAC2 ag = agonists of human EPAC2 (RAPGEF4); 360,000 compounds, 0.079% hits; Q8WZA2; EPAC2 activation, biochemical qHTS; response scale: 100% = 6.5 mM cAMP response; Potency, µM (doses to about 154 µM), for inactives: top-dose activation, most hits filed as activators; further: nearly all actives have a fitted effect of over 50% in size
Target sequence (Q8WZA2 whole entry, looked up): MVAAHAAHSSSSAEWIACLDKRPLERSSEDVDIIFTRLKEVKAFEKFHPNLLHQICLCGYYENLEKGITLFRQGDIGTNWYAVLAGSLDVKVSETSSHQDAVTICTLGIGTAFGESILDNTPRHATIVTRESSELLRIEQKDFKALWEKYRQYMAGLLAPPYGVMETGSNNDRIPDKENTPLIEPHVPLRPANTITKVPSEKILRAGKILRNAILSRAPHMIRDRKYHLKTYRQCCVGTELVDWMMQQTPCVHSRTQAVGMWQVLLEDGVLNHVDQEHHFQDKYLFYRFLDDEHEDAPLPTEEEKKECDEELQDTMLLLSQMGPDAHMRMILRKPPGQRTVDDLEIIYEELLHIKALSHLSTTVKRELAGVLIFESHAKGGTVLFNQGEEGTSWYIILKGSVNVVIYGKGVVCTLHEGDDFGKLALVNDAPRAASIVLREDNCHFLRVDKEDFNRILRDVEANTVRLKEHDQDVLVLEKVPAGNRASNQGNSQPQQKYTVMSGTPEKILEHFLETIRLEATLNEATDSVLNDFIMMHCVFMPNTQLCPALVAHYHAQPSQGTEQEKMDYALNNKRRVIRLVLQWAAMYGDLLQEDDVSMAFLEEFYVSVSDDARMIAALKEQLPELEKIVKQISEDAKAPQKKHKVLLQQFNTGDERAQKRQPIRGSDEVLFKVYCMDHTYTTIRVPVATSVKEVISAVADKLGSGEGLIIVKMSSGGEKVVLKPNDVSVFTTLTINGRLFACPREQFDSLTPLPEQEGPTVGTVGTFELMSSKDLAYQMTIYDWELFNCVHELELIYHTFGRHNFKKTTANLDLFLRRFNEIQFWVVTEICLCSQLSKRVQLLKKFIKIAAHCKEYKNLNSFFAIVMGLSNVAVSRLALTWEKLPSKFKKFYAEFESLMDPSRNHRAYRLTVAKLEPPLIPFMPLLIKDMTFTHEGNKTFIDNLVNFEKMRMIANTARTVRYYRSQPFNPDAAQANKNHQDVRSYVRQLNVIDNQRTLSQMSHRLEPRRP
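Exchange assay: 100 nM EPAC2 with 250 nM Rap1B-BODIPY-GDP and 50 uM GDP. Fluorescence (ex 480/em 540 nm) read every 5 min for 30 min at room temperature. Data normalized to 6.5 mM cAMP as agonist control.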
FUS yeast rescue = FUS proteinopathy suppression in yeast; AID 1347120; S. cerevisiae FUS-expressing, growth rescue, OD600, 24 h; Potency, µM (titrated, usually from 76.6 µM), without a hit: at the highest dose growth rescue (activation), most hits filed as activators; 390,000 compounds, 0.24% hits;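 further: plate controls were DMSO vehicle for no effect and reference control for full effect; nearly all actives have a fitted effect of over 55% in size; some results filed as inactive show a strong effect at the top dose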
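S. cerevisiae expressing FUS from galactose induction served as the toxicity model. Growth after 24hr at 30C, read as absorbance at 600 nm, indicates suppression of toxicity; compounds dosed at several concentrations.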
EPAC2 antagonist = antagonists of human EPAC2. Q8WZA2. EPAC2 GEF exchange of Rap1B-BODIPY-GDP, fluorescence. Potency, µM (doses to about 114 µM), inactives show at the top dose activity, negative = inhibition, actives largely listed as inhibitors. 360,000 compounds, 0.18% hits; further: on the % scale 0 is the no-effect control and ±100 the full control effect; nearly all actives have a fitted effect of over 45% in size; many of its hits are not listed in these tables
TDP43 rescue = rescues yeast growth from TDP-43 toxicity | TDP-43 expressing yeast growth rescue, BacTiter-Glo, 24 h | Potency, µM (series often up to 46.1 µM), for inactives: at the highest dose growth rescue (activation), hits mostly activators | 410,000 compounds, 1.8% hits; further: % of control where 0% means no effect; nearly all actives have a fitted effect of over 50% in size
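Yeast cells expressing TDP-43 under galactose induction are exposed to compounds for 24 hr at 30 deg C. BacTiter-Glo luminescence measures growth, so protective compounds score as activators.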
PTHR1 agonist = PTHR1 (human) receptor agonism; AID 743266; Q03431; HEK293 GP2 PTHR1 cells, GloSensor cAMP luminescence, 1 h; Potency, µM (doses to about 115 µM), inactives show top-dose activation, actives largely listed as activators; 410,000 compounds, 0.075% hits; further: nearly all actives have a fitted effect of over 55% in size; some results filed as inactive show a strong effect at the top dose; inactives centre near -15; many of its hits are not listed in these tables
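HEK-293-derived GP2 cells expressing PTHR1 and a GloSensor cAMP reporter, 3,000/well, plated overnight, given luciferin plus IBMX (each 0.5 mM as added) for 1 h at 37 °C, then compound for 1 h at 37 °C. Luminescence was read after 15 min at room temperature.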
EPAC1 agonist = activates human EPAC1 exchange factor; O95398; EPAC1 agonist qHTS, biochemical assay; response scale: 100% = response to 6.5 mM cAMP; Potency, µM (top dose mostly 154 µM), without a hit: at the highest dose activation, usual class: activators; 360,000 compounds, 0.073% hits; further: nearly all actives have a fitted effect of over 60% in size
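Nucleotide exchange by EPAC1 (100 nM) on Rap1B–BODIPY-GDP (250 nM) in the presence of 50 uM GDP is tracked fluorescently at 480/540 nm over 30 min. Signals are normalized to a 6.5 mM cAMP control.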
aSyn rescue = rescues yeast growth from alpha-synuclein toxicity; Potency, µM (top dose mostly 46.1 µM), without a hit: at the highest dose growth rescue (activation), actives largely listed as activators; Yeast expressing alpha-synuclein, growth rescue, BacTiter-Glo, 24 h; AID 652106; 370,000 compounds, 0.14% hits; further: % of control where 0% means no effect; nearly all actives have a fitted effect of over 65% in size
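Rescue of yeast growth: cells expressing toxic alpha-synuclein, induced in galactose at OD600 0.02, incubated with compound 24 h at 30 C. ATP luminescence quantified growth; inhibitors of toxicity appear as activators.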
EPAC1 antag = blocks human EPAC1 exchange factor | EPAC1 GEF assay, Rap1b-BODIPY-GDP exchange fluorescence | Potency, µM (highest dose often 115 µM), for the others: top-dose activity change, negative = inhibition, most hits filed as inhibitors | 360,000 compounds, 0.14% hits | AID 720709;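 further: plate controls were vehicle for no effect and positive control for full effect; nearly all actives have a fitted effect of over 50% in size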
An asterisk follows results filed as active; [ ] = dose if it differs, or a comment. The call rests on the fitted dose curve; in most records, active means well fitted curve in the direction sought with a large enough effect; inconclusive means small, poorly fitted or top-dose-only effect, or another doubt; inactive means no such curve, though single readings can be large; an effect the other way counts as inactive or inconclusive. Potency means the concentration at half of the fitted maximal effect. An excerpt; the hit share may differ from the screen's.

How did Cc1ccc(S(=O)(=O)NC(CC(C)C)C(=O)N2CCN(C/C=C/c3ccccc3)CC2)cc1 (centres undefined) do in these assays?
EPAC2 ag: 1%; FUS yeast rescue: 13%; EPAC2 antagonist: -2%; TDP43 rescue: 8%; PTHR1 agonist: -42%[inhibitor]; EPAC1 agonist: 7%; aSyn rescue: 1%; EPAC1 antag: 1%

What do the screens show for `O=C(CSc1c(F)c(F)cc(F)c1F)Nc1ccc(C2SCCS2)cc1`?
EPAC2 ag: 7%; FUS yeast rescue: 2%; EPAC2 antagonist: -14%; TDP43 rescue: 8%; PTHR1 agonist: -12%; EPAC1 agonist: 5%; aSyn rescue: 10%; EPAC1 antag: -21%

Results for Cc1cc(C)c(S(=O)(=O)N2CCC(C(=O)OCc3c(C)noc3C)CC2)c(C)c1 ?
EPAC2 ag: 8%; FUS yeast rescue: 32%; EPAC2 antagonist: -12%; TDP43 rescue: 9%; PTHR1 agonist: -30%; EPAC1 agonist: 23%; aSyn rescue: 2%; EPAC1 antag: 3%

How did Cc1ccc2ccc(S(=O)(=O)NCc3ccccn3)cc2c1 do in these assays?
EPAC2 ag: 13%; FUS yeast rescue: inconclusive; EPAC2 antagonist: 0%; TDP43 rescue: 1%; PTHR1 agonist: -18%; EPAC1 agonist: 0%; aSyn rescue: 6%; EPAC1 antag: 4%

Results for COc1ccccc1C(c1nnnn1CC1CCCO1)N1CCC(C(N)=O)CC1 (centres undefined) ?
EPAC2 ag: -4%; FUS yeast rescue: 9%; EPAC2 antagonist: 1%; TDP43 rescue: -56%[inhibitor]; PTHR1 agonist: inactive; EPAC1 agonist: 1%; aSyn rescue: 0%; EPAC1 antag: 16%

What do the screens show for `Cc1cc2nc(-c3ccco3)c(Cc3ccccc3C(F)(F)F)n2c(C)c1Br`?
EPAC2 ag: -10%; FUS yeast rescue: 13%; EPAC2 antagonist: -6%; TDP43 rescue: inconclusive; PTHR1 agonist: -12%; EPAC1 agonist: -4%; aSyn rescue: 0%; EPAC1 antag: -1%

How did CCOc1ccc(OCC)c(NC(=O)C2C3C=CC(O3)C2C(=O)O)c1 (centres undefined) do in these assays?
EPAC2 ag: 11%; FUS yeast rescue: -12%; EPAC2 antagonist: -17%; TDP43 rescue: 18%; PTHR1 agonist: inactive; EPAC1 agonist: 12%; aSyn rescue: 0%; EPAC1 antag: 5%

How did COCC1CCN(C(=O)c2ccc3oc(CCc4ccccc4)nc3c2)C1 (centres undefined) do in these assays?
EPAC2 ag: 2%; FUS yeast rescue: 7%; EPAC2 antagonist: 1%; TDP43 rescue: 2%; PTHR1 agonist: inactive; EPAC1 agonist: 5%; aSyn rescue: -1%; EPAC1 antag: -20%

What do the screens show for `CC(C)c1nc(N2CCN(C(=O)c3ccccc3)CC2)c(C#N)c2c1COC(C)(C)C2`?
EPAC2 ag: 17%; FUS yeast rescue: 12%; EPAC2 antagonist: -7%; TDP43 rescue: inconclusive; PTHR1 agonist: -4%; EPAC1 agonist: 4%; aSyn rescue: 6%; EPAC1 antag: -24%

What do the screens show for `Cc1nnc(SC(C)C(=O)NC2CCCCC2)[nH]c1=O` (centres undefined)?
EPAC2 ag: 0%; FUS yeast rescue: 17%; EPAC2 antagonist: -2%; TDP43 rescue: -3%; PTHR1 agonist: -13%; EPAC1 agonist: inconclusive; aSyn rescue: 2%

What do the screens show for `O=C(c1cccs1)N(Cc1ccco1)c1nc(-c2ccc(F)cc2)cs1`?
EPAC2 ag: 10%; FUS yeast rescue: 9%; EPAC2 antagonist: 5%; TDP43 rescue: 16%; PTHR1 agonist: -9%[57.5 µM]; EPAC1 agonist: 3%; aSyn rescue: 12%; EPAC1 antag: 10%

What do the screens show for `O=C(Nc1ccc(S(=O)(=O)N2CCOCC2)cc1)c1cc(-c2cc(Cl)ccc2O)n[nH]1`?
EPAC2 ag: 23%; FUS yeast rescue: -3%; EPAC2 antagonist: 11%; TDP43 rescue: -5%; PTHR1 agonist: -33%[inhibitor]; EPAC1 agonist: -2%; aSyn rescue: -3%; EPAC1 antag: -22%

How did CC(NC(=O)c1ccc(NC2=NC3CS(=O)(=O)CC3S2)cc1)c1ccccc1 (centres undefined) do in these assays?
EPAC2 ag: 4%; FUS yeast rescue: 3%; EPAC2 antagonist: 5%; TDP43 rescue: 1%; PTHR1 agonist: inactive; EPAC1 agonist: 16%; aSyn rescue: 12%; EPAC1 antag: -3%

Results for Cc1cc(OCCCCCNCCO)ccc1Cl ?
EPAC2 ag: 2%; FUS yeast rescue: 16%; EPAC2 antagonist: 10%; TDP43 rescue: -18%; PTHR1 agonist: 20%[57.5 µM]; EPAC1 agonist: -20%; aSyn rescue: -2%; EPAC1 antag: 3%

What do the screens show for `FC(F)(F)c1cccc(Cc2noc(CN3CCCC(CN4CCCC4)C3)n2)c1` (centres undefined)?
EPAC2 ag: -6%; FUS yeast rescue: 22%; EPAC2 antagonist: 7%; TDP43 rescue: -16%[0.397 µM]; PTHR1 agonist: -7%; EPAC1 agonist: -4%; aSyn rescue: 1%; EPAC1 antag: -11%

Results for NC(=O)c1ccccc1OCCOCCOCCOc1ccccc1C(N)=O ?
EPAC2 ag: 2%; FUS yeast rescue: -9%; EPAC2 antagonist: 5%; TDP43 rescue: -10%; PTHR1 agonist: -25%; EPAC1 agonist: -1%; aSyn rescue: 20%; EPAC1 antag: 4%

How did O=C(Cc1cccs1)NCc1cccc(F)c1 do in these assays?
EPAC2 ag: 4%; FUS yeast rescue: -25%; EPAC2 antagonist: -1%; TDP43 rescue: 9%; PTHR1 agonist: inactive; EPAC1 agonist: -5%; aSyn rescue: 0%; EPAC1 antag: -22%

Results for C=CCc1ccccc1OCC(O)CNC (centres undefined) ?
EPAC2 ag: -7%; FUS yeast rescue: -5%; EPAC2 antagonist: 2%; TDP43 rescue: -7%; PTHR1 agonist: inconclusive; EPAC1 agonist: 1%; aSyn rescue: 1%; EPAC1 antag: 9%

What do the screens show for `O=C(Nc1ccccc1)c1ccc(F)cc1F`?
EPAC2 ag: -9%; FUS yeast rescue: -26%; EPAC2 antagonist: 9%; TDP43 rescue: inconclusive; PTHR1 agonist: -2%; EPAC1 agonist: -8%; aSyn rescue: -4%; EPAC1 antag: -2%

Results for Cc1ccccc1C(=O)Nc1cc(S(=O)(=O)N2CCCCC2)ccc1N1CCN(C)CC1 ?
EPAC2 ag: 2%; FUS yeast rescue: 14%; EPAC2 antagonist: 9%; TDP43 rescue: -15%; PTHR1 agonist: inconclusive; EPAC1 agonist: -15%; aSyn rescue: 9%; EPAC1 antag: -7%

How did CCOC(=O)c1sc2nc(CC(C)C)c3c(c2c1N)CCC3 do in these assays?
EPAC2 ag: -8%; FUS yeast rescue: 8%; EPAC2 antagonist: -18%; TDP43 rescue: 8%; PTHR1 agonist: -20%; EPAC1 agonist: 0%; aSyn rescue: 7%; EPAC1 antag: -20%

What do the screens show for `COC(=O)CSc1nc(N2CCOCC2)c2c(c1C#N)CC(C)(C)OC2`?
EPAC2 ag: 2%; FUS yeast rescue: 12%; EPAC2 antagonist: 4%; TDP43 rescue: -1%; PTHR1 agonist: inactive; EPAC1 agonist: -5%; aSyn rescue: 11%; EPAC1 antag: -8%

What do the screens show for `Cc1ccc(Cn2nnnc2CN2CCC(NC(=O)c3ccccc3F)CC2)cc1`?
EPAC2 ag: 3%; FUS yeast rescue: 8%; EPAC2 antagonist: 13%; TDP43 rescue: 15%; PTHR1 agonist: inactive; EPAC1 agonist: -4%; aSyn rescue: -9%; EPAC1 antag: 15%

Results for O=C(CSc1ccc(-c2cccnc2)nn1)c1ccc([N+](=O)[O-])cc1 ?
EPAC2 ag: 12%; FUS yeast rescue: 31%; EPAC2 antagonist: 7%; TDP43 rescue: -10%; PTHR1 agonist: -20%; EPAC1 agonist: 7%; aSyn rescue: inconclusive; EPAC1 antag: 19%

Results for COc1ccc(C2CC(c3ccc4ccccc4c3)=NN2C(=O)CSc2ncccn2)cc1 (centres undefined) ?
EPAC2 ag: 3%; FUS yeast rescue: 23%; EPAC2 antagonist: 4%; TDP43 rescue: 18%; PTHR1 agonist: inactive; EPAC1 agonist: 1%; aSyn rescue: 12%; EPAC1 antag: 8%

Results for Cc1ccc(C(=O)NNC(=O)c2cccs2)cc1 ?
EPAC2 ag: 4%; FUS yeast rescue: 3%; EPAC2 antagonist: 1%; TDP43 rescue: 0%[0.397 µM]; PTHR1 agonist: -3%; EPAC1 agonist: 1%; aSyn rescue: -6%; EPAC1 antag: 3%

How did Cc1oc(-c2ccc(Cl)cc2)nc1CN1CCC(C(=O)NCCCN2CCCC2=O)CC1 do in these assays?
EPAC2 ag: 6%; FUS yeast rescue: -1%; EPAC2 antagonist: 3%; TDP43 rescue: 5%; PTHR1 agonist: -11%; EPAC1 agonist: -14%; aSyn rescue: 3%; EPAC1 antag: -20%

What do the screens show for `COc1ccc(OC)c(C2NC(=O)c3sc(=S)n(-c4ccccc4)c3N2)c1` (centres undefined)?
EPAC2 ag: -14%; FUS yeast rescue: 38%; EPAC2 antagonist: 10%; TDP43 rescue: -18%; PTHR1 agonist: inactive; EPAC1 agonist: 6%; aSyn rescue: -2%; EPAC1 antag: 15%

How did COc1ccc(OC)c(NC(=O)CSc2ccc3ccccc3c2)c1 do in these assays?
EPAC2 ag: 7%; FUS yeast rescue: 20%; EPAC2 antagonist: -8%; TDP43 rescue: 20%; PTHR1 agonist: -6%[57.5 µM]; EPAC1 agonist: 9%; aSyn rescue: -7%; EPAC1 antag: -16%

Results for CC(C)Oc1ccc(CNC(=O)C2CCCN(S(=O)(=O)N3CCOCC3)C2)cc1 (centres undefined) ?
EPAC2 ag: 5%; FUS yeast rescue: 8%; EPAC2 antagonist: 27%; TDP43 rescue: -30%; PTHR1 agonist: -30%[inhibitor]; EPAC1 agonist: -24%; aSyn rescue: -1%; EPAC1 antag: -15%

How did CCOC(=O)C(NC(C)=O)(Nc1ccc(S(=O)(=O)Nc2ncccn2)cc1)C(F)(F)F (centres undefined) do in these assays?
EPAC2 ag: 13%; FUS yeast rescue: 17%; EPAC2 antagonist: 10%; TDP43 rescue: 3%[9.22 µM]; PTHR1 agonist: inactive; EPAC1 agonist: 6%; aSyn rescue: -3%; EPAC1 antag: -13%
